ssDAF-12 act = activators of S. stercoralis DAF-12 nuclear receptor; HEK293 ssDAF-12/GRIP1 lit1-tk-luc reporter, luminescence; % of 3 µM dafachronic acid response; activation, % at 6.8 µM; 370,000 compounds, 1% hits; AID 652126;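 active = activation above the mean over all tested compounds plus 3 SD, cut at about 0.9% in these data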;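 note: 0% = DMSO-only wells and 100% = 3 µM delta7-dafachronic acid wells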
hcDAF-12 act = activators of H. contortus DAF-12 nuclear receptor | HEK293 hcDAF-12 lit1-tk-luc reporter, luminescence; 0% DMSO, 100% Δ7-dafachronic acid | activation, % at 6.8 µM | 370,000 compounds, 1.4% hits | AID 652067;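 active = activation above the mean of all tested compounds plus 3 SD, cut at about 5.5% in these data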;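 note: 100% = response to 3 µM Δ7-dafachronic acid high control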
PLC-beta3 inh = blocks human PLC-beta3 enzyme activity; Q01970; Purified PLC-beta3, fluorogenic substrate, fluorescence; inhibition, % at 12.2 µM; 370,000 compounds, 0.18% hits; in the data active = inhibition above about 11%;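 note: 0% = median of compound wells on plate and 100% = full blocker control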
hgDAF-12 ag = activates the H. glycines DAF-12 receptor ligand-binding domain; activation, % at 6.8 µM; AID 687014; 370,000 compounds, 1.8% hits; HEK293 GAL4-hgDAF12 UAS-luciferase reporter, agonist luminescence; normalized to butyrate control;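 active = activation above a cutoff set at the mean of all screened compounds plus 3 SD, cut at about 10% in these data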;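 note: 0% = DMSO wells and 100% = sodium butyrate wells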
PG9 Ab binder = binds the HIV-1 gp120 antibody PG9; TR-FRET gp120-PG9 antibody binding; inhibition, % at 6.7 µM; 360,000 compounds, 0.43% hits; AID 624416; in the data active = inhibition above about 8.5%
HGIII-sPLA2 inh = Blocks human group III sPLA2 activity; Q9NZ20; QFRET BODIPY PC-A2 liposome hydrolysis, fluorescence; inhibition, % at 12.2 µM; 370,000 compounds, 0.56% hits;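 active = inhibition above mean plus 3 SD of compounds lying within the high and low control bounds, cut at about 19% in these data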;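 note: 0% = median of test compound wells and 100% = no enzyme DMSO wells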
Target sequence (Q9NZ20 whole entry, looked up): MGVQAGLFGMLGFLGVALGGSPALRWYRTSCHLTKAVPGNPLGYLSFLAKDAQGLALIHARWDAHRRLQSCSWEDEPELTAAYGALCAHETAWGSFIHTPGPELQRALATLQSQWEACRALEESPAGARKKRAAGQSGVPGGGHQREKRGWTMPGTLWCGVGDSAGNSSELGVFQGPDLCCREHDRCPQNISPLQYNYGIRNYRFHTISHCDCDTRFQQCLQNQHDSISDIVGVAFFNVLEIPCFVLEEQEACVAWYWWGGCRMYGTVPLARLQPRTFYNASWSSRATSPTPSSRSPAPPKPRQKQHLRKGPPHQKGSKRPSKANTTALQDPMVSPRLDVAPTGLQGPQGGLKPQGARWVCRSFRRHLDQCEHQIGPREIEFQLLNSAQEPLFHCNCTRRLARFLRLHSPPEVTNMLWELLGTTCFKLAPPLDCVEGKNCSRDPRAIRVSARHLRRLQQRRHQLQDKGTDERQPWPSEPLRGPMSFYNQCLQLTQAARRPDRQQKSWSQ
FXN GAA850 act = frataxin GAA850 promoter activation. HEK293 lucGAA850 FXN promoter luciferase reporter, 24 h; percent of 10 µM SAHA response. activation, % at 6 µM. 360,000 compounds, 0.56% hits;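 active = activation above the average of all compounds screened plus 3 SD, cutoff fixed separately per campaign, cut at about 7.5% in these data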;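 note: 0% = DMSO wells and 100% = 10 µM SAHA wells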
DAX1 inh-1 = inhibitors of human orphan nuclear receptor DAX1 (NR0B1); P51843; HEK293 Gal4-DAX1 luciferase reporter, luminescence; inhibition, % at 6.75 µM; 340,000 compounds, 0.99% hits; AID 504766;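 active = inhibition above the mean over all tested compounds plus 3 SD, cut at about 4.2% in these data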;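 note: 0% = DAX1-transfected cells with DMSO and 100% = empty-vector control cells with DMSO; inhibition shows as a rise in luminescence from relieved DAX1 repression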
Rev-erbA mod = Rev-erb alpha (human) modulation; activity, % at 10 µM; P20393; Rev-erbα–FITC-DNA binding, fluorescence polarization, 90 min; 370,000 compounds, 0.79% hits;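 active = activity above about 14%, limit read from the data; passing the limit was not always enough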;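 note: 0% = DMSO wells with 35 nM protein and 100% = DMSO wells with 750 nM protein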
Target sequence (P20393 whole entry, looked up): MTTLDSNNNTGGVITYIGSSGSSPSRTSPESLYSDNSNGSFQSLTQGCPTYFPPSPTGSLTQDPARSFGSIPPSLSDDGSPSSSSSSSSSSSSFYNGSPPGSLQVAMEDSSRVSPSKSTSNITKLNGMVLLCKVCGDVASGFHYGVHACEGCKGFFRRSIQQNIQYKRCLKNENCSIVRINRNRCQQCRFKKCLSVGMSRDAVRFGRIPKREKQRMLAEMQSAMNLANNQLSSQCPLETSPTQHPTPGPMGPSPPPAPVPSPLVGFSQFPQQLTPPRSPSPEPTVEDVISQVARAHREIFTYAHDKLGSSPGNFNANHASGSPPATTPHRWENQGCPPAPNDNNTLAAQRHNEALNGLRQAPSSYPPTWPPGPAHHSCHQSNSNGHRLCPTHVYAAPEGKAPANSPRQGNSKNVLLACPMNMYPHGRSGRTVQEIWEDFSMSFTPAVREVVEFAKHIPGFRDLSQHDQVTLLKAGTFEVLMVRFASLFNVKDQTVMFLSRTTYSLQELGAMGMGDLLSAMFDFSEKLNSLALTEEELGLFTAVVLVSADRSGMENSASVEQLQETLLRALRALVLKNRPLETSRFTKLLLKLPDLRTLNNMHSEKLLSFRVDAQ
DAX1 inh-2 = DAX1 (NR0B1) inhibition, primary screen | HEK293T StAR-luciferase reporter, SF-1/DAX-1 repression relief | inhibition, % at 6.8 µM | 370,000 compounds, 1.1% hits | AID 652010;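 active = inhibition above the mean over all tested compounds plus 3 SD, cut at about 3.6% in these data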;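 note: 0% = DAX-1 cells with DMSO and 100% = cells lacking DAX-1 with DMSO; higher inhibition means more luminescence from relief of DAX-1 repression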
SMARCA2 act = SMARCA2 function activation, primary screen; activation, % at 9.1 µM; AID 652017; 370,000 compounds, 1% hits; MG213 cells, MMTV-luciferase reporter, dexamethasone, overnight; in the data active = activation above about 7.8%;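 note: 0% = vehicle wells and 100% = reference activator wells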
The depositor's hits bear a star; i = inactive; / = no result given.

SMILES	ssDAF-12 act	hcDAF-12 act	PLC-beta3 inh	hgDAF-12 ag	PG9 Ab binder	HGIII-sPLA2 inh	FXN GAA850 act	DAX1 inh-1	Rev-erbA mod	DAX1 inh-2	SMARCA2 act
CCOC(=O)c1sc(N2N=C(C)/C(=C\c3ccc(OCC(=O)OC)cc3)C2=O)nc1C	-1.4	-1.4	-7	-1.1	-2.6	-5	-1.7	0.1	5	-0.5	-2
CCOC(=O)c1ccc(NC(=O)C2(c3ccccc3)CCCC2)cc1	-1.9	-1.8	-2	-0.9	-0.5	-12	-1.7	-0.3	-5	-0.5	-1
CC(C)COc1ccc(C(=O)OCC(=O)NCCC2=CCCCC2)cc1	-1.3	1.8	-5	2.5	-0.9	4	0.3	-0.3	7	2.0	-2
CCOc1c(Cl)cc(C(=O)Nc2cccc(C(=O)O)c2)cc1Cl	-0.5	3.7	-2	6.0	0.6	-8	3.6	-3.2	2	7.6*	4
Cc1cc(=O)n2nc(N3CCCC(C(=O)N4CCN(C)CC4)C3)sc2n1 (configuration not stated)	-1.1	-0.5	0	-0.6	-1.6	4	-0.3	0.0	-3	0.2	0
CC(C)(C)S(=O)(=O)c1cnc2c(S(=O)(=O)c3ccccc3)cnn2c1N	-1.0	0.3	-2	-1.3	1.0	-1	0.8	-0.7	-3	0.3	4
COc1ccc(S(=O)(=O)N2CCOC2CNC(=O)C(=O)NCc2cccnc2)cc1C (configuration not stated)	-1.6	-0.2	-2	-1.8	-2.3	-6	1.0	0.0	-3	-0.1	0
COc1ccc(OCCOc2ccc(S(=O)(=O)N3CCCC3)cc2C(N)=O)cc1	-0.4	-0.6	-2	-0.1	-1.0	-5	1.6	-0.3	-2	-0.9	4
O=C(Nc1cccnc1)c1cc(-c2ccc(Cl)cc2)on1	-1.3	-1.5	-13	3.0	1.5	8	-0.6	-0.1	9	0.3	-3
COc1ccc(OC)c(C(=O)COC(=O)c2ccc([N+](=O)[O-])o2)c1	-0.5	0.8	-5	-0.2	-3.5	-10	-0.1	0.3	-8	-0.7	2
Cc1cc(C)c(C)c(S(=O)(=O)NCC(=O)Nc2ccc(F)cc2)c1C	-1.0	2.0	-8	-0.6	0.1	-24	-3.6	0.1	1	-1.3	0
COc1cc(CNCCCN2CCOCC2)c(Br)cc1OCC(=O)Nc1ccccc1C	-1.8	-0.6	2	1.1	-0.4	-5	-3.3	1.7	-11	0.3	-1
C#CCn1cc(/C=C2\NC(=O)NC2=O)c2ccccc21	-1.6	0.6	-8	-2.2	-7.8	-5	0.2	-0.7	-16	-0.4	6
CCOCCc1c(O)nc(SC)[nH]c1=O	-0.9	-1.1	-5	1.0	1.8	7	0.9	-0.1	11	-0.5	-4
COc1ccc(OCCNS(=O)(=O)c2cccc([N+](=O)[O-])c2)cc1	-1.4	-1.6	2	-0.5	0.5	-3	0.4	-1.5	2	0.7	2
CCN(CC)S(=O)(=O)c1ccc(-c2cn3ccccc3n2)cc1	-1.0	0.6	-242	6.9	-1.6	-11	-0.2	-0.8	-1	0.9	3
COc1ccc(Cl)c(S(=O)(=O)N2CCCC2)c1	-1.3	-2.4	0	-2.2	0.4	5	2.4	-0.3	-1	-0.7	-1
Cc1nn(-c2ccccc2)c2nc(N)c(C#N)c(-c3ccc(O)c(O)c3)c12	-1.1	-0.5	-26	-3.8	-0.4	-36	-1.1	0.3	1	-0.8	-2
COc1ccc(C2CC(=O)C(C=NCCN3CCN(C(=S)Nc4ccccc4)CC3)=C(O)C2)cc1 (configuration not stated)	-1.4	-1.5	-1	0.5	-1.0	12	1.3	-0.8	4	-0.4	-5
N#CC(CC(=O)c1ccc(Cl)cc1)c1ccccc1 (configuration not stated)	-1.0	-2.2	-6	-3.0	1.6	4	-0.9	-0.7	-7	-1.7	2
Cc1ccc(NC(=O)C2CCN(S(=O)(=O)c3ccc4c(c3)NC(=O)C(C)S4)CC2)cc1Cl (configuration not stated)	-2.3	-5.2	-4	-5.8	-2.0	-31	-5.8	-4.0	2	-1.4	-9
COc1ccc(OC)c(NC(=O)c2ccccc2SC)c1	-1.7	-0.4	0	2.8	-0.2	-4	-1.1	-0.4	8	-0.8	-3
CCOc1cccc(CN2CCN(Cc3ccc(C)o3)C(CCO)C2)c1O (configuration not stated)	-0.3	1.1	1	-1.3	-2.4	5	-1.4	0.0	3	-0.7	-5
CCCCCn1c(=O)[nH]c2cc(C(=O)NCCCN3CCCCC3CC)ccc2c1=O (configuration not stated)	-0.8	-1.0	-101	2.1	1.7	-8	1.8	0.2	-3	0.9	0
Cc1c([N+](=O)[O-])c([N+](=O)[O-])nn1CC(=O)N1CCCCC1	-0.5	-1.1	1	0.5	-2.4	-2	2.1	-1.6	-4	0.5	0
CC(C)[C@H](NC(=O)c1ccccc1F)C(=O)OCC(=O)NC(=O)NC1CCCCC1	-1.7	-3.0	-6	-0.3	-1.4	-17	0.7	-0.1	-4	-0.7	-2
COc1cccc(CN(Cc2cccnc2)S(=O)(=O)c2ccc(-n3cnnn3)c(C)c2)c1OC	-2.0	-0.6	8	-1.4	-1.5	-13	-2.2	0.1	1	-0.7	5
COC(=O)c1ccccc1NC(=O)c1ccc(COc2ccc(C)c(C)c2)o1	-0.8	-0.4	0	2.5	1.9	0	0.0	-1.2	5	0.0	2
COc1ccc(C(=O)NC2CCCCCC2)cc1S(=O)(=O)Nc1ccc(Br)cc1	-1.3	0.1	-2	0.8	0.0	-10	4.6	1.0	-2	0.0	0
COc1ccc(C(=O)Nc2cc3c(cc2C#N)OCO3)cc1S(=O)(=O)N1CCN(C)CC1	-1.6	-1.0	-3	8.1	-2.5	14	1.1	-0.9	0	-0.3	-4
CC1=CC(C)(C)C(C(=O)O)C(C(=O)O)C1 (configuration not stated)	-1.2	-0.7	-1	-0.5	0.9	5	-2.1	-0.1	0	-0.5	-2
Cc1ccc(Cc2c(-c3ccc(Cl)cc3)nc3c(C)cc(Br)cn23)cc1	-0.6	-1.1	1	4.0	-0.1	-17	/	/	4	-0.9	-1
CC(C)[C@H](NC(=O)c1ccccc1)C(=O)OCC(=O)N1CCCc2ccccc21	-1.0	-2.2	1	-0.8	-1.5	4	1.6	-1.7	-3	0.6	-2
Cc1cc(C(=O)NCCCn2ccnc2)sc1-c1ccccc1	-1.1	0.8	-6	-0.8	4.4	-20	2.8	-1.0	-7	-1.0	-3
C[C@H]1CCCN1c1cccc2c1S(=O)(=O)N1CC[C@H](C1)O2	0.8	-1.3	-7	-1.1	/	4	/	/	-2	-2.0	-3
CC(=O)NCCc1ccc(S(=O)(=O)Nc2ccc(NC(=O)c3ccc(F)cc3)cc2)cc1	-1.3	-2.7	3	-1.0	-0.2	-5	-3.7	-1.0	3	-0.3	-5
Cc1ccc(CNC(=O)N[C@@H](Cc2ccccc2)C(=O)O)cc1	-1.9	-2.0	-8	-0.4	-1.9	17	0.1	-0.8	-1	0.8	-2
COc1cc(OC)c(C(=O)Nc2cc(Cl)ccc2-n2cncn2)cc1OC	-0.6	2.6	-12	1.8	-0.5	-3	1.3	-1.1	4	-0.5	0
O=C(COC(=O)c1ccc(Br)o1)Nc1nc2c(F)c(F)c(F)cc2s1	-0.5	-0.1	-12	3.2	7.1	-15	-1.1	-1.1	2	0.3	0
Cc1ccc(CN2CC(C(=O)NC(c3nc4ccccc4[nH]3)C(C)C)CC2=O)cc1 (configuration not stated)	-0.9	1.0	-11	0.8	0.0	-1	-1.0	-0.3	2	-1.5	0
Nc1c(-c2ccccc2)nc(Cl)nc1-c1ccccc1	-1.6	-1.4	i	-2.1	0.4	3	0.8	-1.4	1	-0.8	-1
Fc1cccc(-c2oncc2-c2nnnn2-c2ccc(Cl)cc2)c1	-1.0	0.8	3	-1.6	0.4	-6	-2.2	-0.8	-10	0.2	-2
Cc1onc(-c2c(Cl)cccc2Cl)c1C(=O)N1CCCCC1	-0.9	-0.7	-1	-0.7	-0.6	2	-1.3	-0.6	6	-0.2	1
O=C(O)c1ccc(NCc2cccnc2)c([N+](=O)[O-])c1	-1.1	-1.6	-7	1.3	0.5	0	-1.9	2.3	-4	0.0	0
Cc1ccc(OCCSc2nnc(-c3ccncc3)n2C)cc1	-1.5	-2.1	0	-1.7	2.1	2	-1.2	0.0	1	-0.2	-1
CCOC(=O)Cc1csc(NC(=O)Cc2ccc(Br)cc2)n1	-0.7	-2.2	-4	2.7	-3.0	1	-0.7	-2.1	0	-0.9	-3
CC1=C(C(=O)N2CCCCCC2)CC(CC(=O)NCCc2ccccn2)C(=O)N1CCCN1CCCC1=O (configuration not stated)	-0.7	1.2	-1	-3.9	-0.8	7	/	/	2	-0.5	-5
Cc1ccc(C(O)c2ncc(-c3cccc(C(F)(F)F)c3)[nH]2)cc1 (configuration not stated)	-1.4	-1.4	3	0.8	0.8	-9	0.0	/	5	-0.4	0
Cc1nnnn1CC(=O)Nc1cccc([N+](=O)[O-])c1	-0.6	0.4	0	-0.9	-0.3	-2	-1.1	0.1	-2	0.3	0
CCc1cc2c3c(c(=O)oc2cc1OCC(=O)OC)CCCC3	-1.7	-1.4	-12	-1.2	-0.9	6	0.0	3.4	-3	-0.6	-1
CC1(C)CC(=O)C=C(NCc2cccc(C(F)(F)F)c2)C1	-0.9	0.0	-4	1.3	0.0	-2	2.0	-0.8	0	-0.3	-3
CC1=NN(c2ccc(C)cc2)C(=O)/C1=C\c1ccc(Br)s1	0.4	9.5*	2	-0.5	-1.3	7	2.8	0.5	1	-0.3	0
COc1cccc(Nc2nc3ccccc3n3nnnc23)c1	-0.6	-1.3	-23	4.3	1.6	-6	4.2	0.9	-2	0.8	4
C/C(=N\Nc1cc(Cl)nc(C)n1)c1ccccc1	-0.6	1.0	-3	5.1	-1.0	-3	0.7	1.9	-1	0.4	6
CN1/C(=C/C(=O)COC(=O)CN2C(=O)C3CC=CCC3C2=O)C(C)(C)c2ccccc21 (configuration not stated)	-0.4	0.0	-97	4.6	1.5	-3	-0.1	0.9	5	-2.1	-4
CCC(=O)Nc1c2c(nn1-c1ccc(OC)cc1)CSC2	-0.8	2.5	-5	1.1	1.0	7	1.7	0.1	-2	-0.1	4
COC(=O)c1cn(C)c2ccc(S(=O)(=O)N3CCCC3)cc2c1=O	-0.9	0.2	6	-5.3	3.3	3	-1.1	-1.3	-4	-0.5	-1
CCN1CCN(C(=O)CN(CC)S(=O)(=O)c2ccc3ccccc3c2)CC1	-0.8	0.5	-4	0.8	-1.7	-5	2.9	0.7	-3	-0.4	0

Arranged by the number under DAX1 inh-1 (low to high): some entries from above.
canonical_smiles,ssDAF-12 act,hcDAF-12 act,PLC-beta3 inh,PG9 Ab binder,HGIII-sPLA2 inh,DAX1 inh-1,Rev-erbA mod,DAX1 inh-2,SMARCA2 act
CC1(C)CC(=O)C=C(NCc2cccc(C(F)(F)F)c2)C1,-0.9,0.0,-4,0.0,-2,-0.8,0,-0.3,-3
COc1cccc(Nc2nc3ccccc3n3nnnc23)c1,-0.6,-1.3,-23,1.6,-6,0.9,-2,0.8,4
CCc1cc2c3c(c(=O)oc2cc1OCC(=O)OC)CCCC3,-1.7,-1.4,-12,-0.9,6,3.4,-3,-0.6,-1

Compound activity deposited in PubChem by several laboratories.
